Source: PubChem (Sanford-Burnham Center for Chemical Genomics)
697 NFkB inh – inhibitors of PMA/ionomycin-induced NF-kB reporter, 697 cells, primary screen, B-cell NF-kB inhibitor project, cell-based, luminescence, uHTS. 697 B-cell NF-kB luciferase reporter, 16 h. inhibition, % at 4 µM. hit rate 0.33% among 330,000. AID 435022, 2010; in the data active means inhibition above about 35%
CXCR6 inh – CXCR6 receptor inhibitors, primary screen, cell-based, beta-arrestin, luminescence, CHO-K1 PathHunter, 1536-well; inhibition, % at 20 µM; hit rate 0.36% among 360,000; in the data active means inhibition above about 34%, passing the limit was not always enough;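 further: antagonist mode with CXCL16 agonist at 10 nM final; 0% = 10 nM CXCL16 with DMSO and 100% = unstimulated wells without agonist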
EBI2 block – EBI2 receptor antagonists, beta-arrestin recruitment, primary screen, cell-based, luminescence, 7a,25-OHC stimulation, uHTS; 7a,25-OHC stimulated; inhibition, % at 5 µM; hit rate 0.81% among 360,000; AID 651636, 2012; G-protein coupled receptor 183 (Homo sapiens), P32249; in the data active means inhibition above about 38%;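 further: enzyme fragment complementation signal reports receptor beta-arrestin coupling in cells; 0% = agonist plus DMSO wells and 100% = wells without agonist; some results beyond the cut were filed as inactive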
Target sequence (P32249 whole entry, looked up, the tested form may be a part): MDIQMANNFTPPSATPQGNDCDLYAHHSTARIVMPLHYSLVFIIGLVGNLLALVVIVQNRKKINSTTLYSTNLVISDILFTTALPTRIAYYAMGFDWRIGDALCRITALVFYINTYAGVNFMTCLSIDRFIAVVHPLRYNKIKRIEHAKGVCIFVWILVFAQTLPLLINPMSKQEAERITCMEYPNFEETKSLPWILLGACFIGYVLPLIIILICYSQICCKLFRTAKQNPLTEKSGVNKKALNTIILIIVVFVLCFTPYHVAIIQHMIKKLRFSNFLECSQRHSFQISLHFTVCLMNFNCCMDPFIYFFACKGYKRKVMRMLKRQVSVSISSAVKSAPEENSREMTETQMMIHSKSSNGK
CCR6 antag – CCR6 receptor antagonists, primary screen, cell-based, CHO-K1, luminescence, beta-arrestin, uHTS. C-C chemokine receptor type 6 (Homo sapiens), P51684. CHO-K1 CCR6 PathHunter beta-arrestin, CCL20-stimulated. hit rate 0.49% among 340,000. inhibition, % at 20 µM;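 active means compounds whose inhibition of the agonist-driven luminescence signal at 20 µM reaches about 50%, limit read from the data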;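 further: cells stimulated with CCL20 at 14 nM final; plate controls were DMSO with CCL20 for no effect and DMSO without agonist for full effect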
Jurkat NFkB inh – inhibitors of induced NF-kB luciferase reporter, primary screen, TCR NF-kB activation inhibitor project, cell-based, luminescence, uHTS; Jurkat, PMA/ionomycin-induced NF-kB luciferase reporter; hit rate 0.53% among 330,000; inhibition, % at 4 µM; in the data active means inhibition above about 50%
UBC13 inh – UBC13 polyubiquitin chain formation inhibitors, primary screen, biochemical, TR-FRET, uHTS | Ubiquitin-conjugating enzyme E2 N (Homo sapiens), P61088 | inhibition, % at 20 µM | hit rate 0.47% among 330,000; in the data active means inhibition above about 45%, passing the limit was not always enough
Target sequence (P61088 whole entry, looked up): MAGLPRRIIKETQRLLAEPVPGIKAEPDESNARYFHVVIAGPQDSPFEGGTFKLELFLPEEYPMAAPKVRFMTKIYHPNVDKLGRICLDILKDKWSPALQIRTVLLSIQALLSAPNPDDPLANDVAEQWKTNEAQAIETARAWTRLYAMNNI
APJ antagonist – antagonists of human apelin receptor APJ, primary screen, CHO-K1 cells, beta-arrestin complementation, luminescence; P35414; inhibition, % at 20 µM; hit rate 0.32% among 330,000;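 active means inhibition above about 40% at 20 µM, limit read from the data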;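 further: cells challenged with 10 nM apelin-13 agonist together with compound; plate controls were apelin-13 plus DMSO wells for no effect and DMSO wells lacking apelin-13 for full effect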
Target sequence (P35414 whole entry, looked up): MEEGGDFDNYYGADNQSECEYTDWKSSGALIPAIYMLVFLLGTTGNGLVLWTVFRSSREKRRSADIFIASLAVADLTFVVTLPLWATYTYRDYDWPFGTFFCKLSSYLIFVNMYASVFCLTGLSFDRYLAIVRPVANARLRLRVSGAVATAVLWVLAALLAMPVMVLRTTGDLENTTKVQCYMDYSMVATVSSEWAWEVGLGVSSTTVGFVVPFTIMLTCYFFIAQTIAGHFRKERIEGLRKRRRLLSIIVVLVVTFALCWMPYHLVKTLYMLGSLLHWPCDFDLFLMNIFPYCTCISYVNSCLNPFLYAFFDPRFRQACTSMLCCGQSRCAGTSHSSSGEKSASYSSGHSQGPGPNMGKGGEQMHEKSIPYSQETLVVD
Gli-Sufu antag – Gli-Sufu pathway antagonists, primary screen, luciferase luminescence, Sufu-KO-LIGHT cells, uHTS; Sufu-KO-LIGHT fibroblasts, Gli luciferase reporter luminescence; inhibition, % at 5 µM; hit rate 0.74% among 340,000; AID 588413, 2011;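 active means inhibition above about 55%, limit read from the data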;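 further: 0% = DMSO-treated cells and 100% = wells with medium but no cells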
The depositor's hits bear a star; nt = not tested or not shown.

mol,697 NFkB inh,CXCR6 inh,EBI2 block,CCR6 antag,Jurkat NFkB inh,UBC13 inh,APJ antagonist,Gli-Sufu antag
CCCSc1nc2c(c(=O)n1CC)SC(C)C2 (stereo unspecified),-36.3,-1.1,-7.1,13.6,-7.1,-17.9,-12.4,4.7
COCCCC1CCN(C(=O)C2CCC(=O)N(CCc3ccccc3)C2)CC1 (stereo unspecified),-21.1,-5.4,27.0,2.8,-15.7,0.3,-9.2,1.1
O=c1oc2cc(S(=O)(=O)NCCCO)ccc2c2ccc(S(=O)(=O)NCCCO)cc12,11.6,5.2,-10.2,5.6,-8.5,-10.6,-7.6,1.5
CCN(CC)c1cc(Oc2ccccc2)ncn1,-12.7,0.0,-0.1,-11.4,-7.9,-1.1,19.0,-23.3
O=C(OCc1ccccc1)c1ccccc1O,6.6,nt,nt,18.4,-12.6,10.3,-2.7,-8.0
CCOc1ccc(N=c2scc(-c3ccc(OC)cc3)n2CCO)cc1,-41.3,-2.0,29.1,-7.5,-2.4,8.6,-2.9,19.6
CC(C)CN1CCN(Cc2cccn2-c2cccnc2)CC1CCO (stereo unspecified),7.5,-3.5,1.8,-11.0,7.5,17.3,5.9,-4.1
Cc1ccc(OCC(=O)NNC(=O)CSc2ncc(C#N)c(N)n2)cc1,-11.5,2.1,4.1,6.8,-16.9,-11.4,10.3,3.5
CCOC(=O)N1CCC(N2C(=O)c3ccc(C(=O)NCCC(C)C)cc3C2=O)CC1,14.4,0.7,2.6,8.3,-7.2,-1.5,9.3,4.2
O=S(=O)(c1ccc(NC(=S)NC2CC2)cc1)N1CCOCC1,7.9,-6.8,6.6,3.9,-1.6,4.5,-3.4,15.8
O=C(/C=C/c1ccc(Cl)cc1Cl)n1cccn1,10.2,-1.9,-1.9,25.0,3.3,-1.8,2.8,1.4
CCOC(=O)Cc1csc(NC(=O)COc2ccc3ccccc3c2)n1,-7.9,-6.8,28.2,-2.3,-5.9,7.0,11.0,-1.2
O=C(NN=C1CCCCCC1)c1cc2ccccc2cc1O,11.8,-2.3,-20.2,14.4,-20.2,1.7,-63.7,8.7
O=C1C(Cl)=C(NCCN2CCCCC2)C(=O)c2ccccc21,-13.5,12.0,6.1,19.6,-9.0,-319.0,-13.0,20.7
O=C(CN(CC1CCCO1)C(=O)CNS(=O)(=O)c1ccccc1)NCc1ccc(F)cc1 (stereo unspecified),20.5,4.6,5.3,-5.2,9.0,-11.9,-21.2,25.9
Cc1cccc(NC(=O)C2CCN(S(=O)(=O)c3c(C)c(C)cc(C)c3C)CC2)n1,-16.7,-3.4,6.5,1.1,9.4,-3.5,0.5,5.6
CCCCC(=O)Nc1ccc(C)c(O)c1,-22.0,-0.8,3.9,23.8,7.6,0.5,4.6,3.5
Cc1ccc(-c2cc(-c3ccccc3)c3c(N)c(S(C)(=O)=O)sc3n2)cc1,33.8,-0.9,11.4,9.3,4.9,1.5,-22.3,11.4
CCC(C(=O)OC)n1cnc2c(nnn2-c2ccc(C)cc2)c1=O (stereo unspecified),8.0,3.2,-3.0,-7.5,7.5,-2.0,23.0,1.9
CC(C)C(=O)N1CCC2(CC1)Oc1ccc(Cl)cc1C(=O)C21CC(c2ccccc2)=NO1 (stereo unspecified),0.5,15.0,15.1,12.5,13.4,-1.4,-1.9,23.1
CC(=O)c1cccc(NC(=O)CSCc2ccc(Br)cc2)c1,1.3,-6.6,-12.1,-15.9,1.9,7.7,2.9,-11.7
O=C(N(c1ccccn1)c1ccccn1)C12CC3CC(CC(Cl)(C3)C1)C2,2.8,4.2,0.5,-17.4,-9.6,2.8,0.0,6.5
CN1CCc2c(sc3c2C(=O)NC(/C=C/c2ccco2)N3)C1 (stereo unspecified),2.1,9.4,-13.9,9.1,-22.0,-53.6,-20.2,0.2
CCCCCCc1cc2cc(C(=O)Nc3ccccc3)c(=O)oc2cc1O,-84.7,-70.0,-33.1,-98.7,28.5,11.4,-38.5,73.5*
Cc1cn(CC(=O)NCCNc2ccc([N+](=O)[O-])cn2)c(=O)[nH]c1=O,nt,-0.5,-6.4,-9.0,nt,nt,nt,-5.4
CCOC(=O)N1CCN(C(=O)COC(=O)c2ccc(O)cc2O)CC1,15.6,-0.2,-3.5,2.1,-0.7,-11.9,22.3,21.1
O=S(=O)(c1ccc(C2CCCCC2)cc1)N1CCN(c2ncccn2)CC1,-8.5,1.2,8.5,10.5,22.6,-5.0,18.7,5.6
CC(C)CN1C(Nc2ccccc2)=NC[C@@H]1C,25.1,1.6,-7.0,0.9,11.9,-1.4,12.5,1.1
O=C(O)CCS(=O)(=O)Cc1ccccc1Cl,15.3,3.2,-5.0,5.0,-3.2,2.8,27.0,-3.2
Cc1ccc(NC(=O)Cc2sc(C)nc2-c2ccc(C)cc2)cc1,-10.5,-2.6,10.3,7.3,8.2,2.4,-11.4,-5.1

Carrying on:
mol,697 NFkB inh,CXCR6 inh,EBI2 block,CCR6 antag,Jurkat NFkB inh,UBC13 inh,APJ antagonist,Gli-Sufu antag
CS(=O)(=O)c1ccc2nc(NC(=O)c3ccccc3Cl)sc2c1,-10.4,-0.8,-2.6,15.8,-3.7,1.1,12.8,3.9
COc1ccc(/C=N/NC(=O)CSCC(=O)Nc2ccccc2)cc1,-17.7,10.2,1.3,4.4,10.9,5.5,17.4,-7.9
O=C(COC(=O)CCc1c[nH]c2ccccc12)NC(c1ccccc1)c1ccccc1,7.9,6.0,14.8,9.3,11.8,2.9,2.0,-17.4
O=C(Nc1ccncc1)c1cccc(S(=O)(=O)N2CCOCC2)c1,-11.7,-1.5,-4.8,-8.1,-10.5,0.1,-0.3,-1.9
COc1cc2ccccc2cc1C(=O)N(CCN(C)C)c1nc2c(OC)ccc(OC)c2s1,14.6,-0.9,0.0,21.3,-5.2,28.8,15.1,nt
Cc1cccc(CN2CCN(CC(=O)N3CCCC3)C2=O)c1,15.3,-9.5,-14.7,-6.6,12.5,-3.9,-15.4,0.8
S=C(c1ccc2c(c1)OCO2)N1CCCCCC1,-1.9,-4.7,-9.3,5.1,2.3,0.5,21.2,1.8
Cc1cc(C(=O)N2CCCC(N3CCN(c4cccc(Cl)c4)CC3)C2)nc(C)n1 (stereo unspecified),-5.0,6.9,3.5,4.8,5.6,-9.1,14.6,6.9
Cc1c(C(=O)C(=O)N2CCN(C)CC2)c2ccccc2n1C,9.0,9.1,-3.1,6.1,2.1,-19.9,-6.6,-1.4
C=CCn1c(SCC(=O)NCCOC)nnc1-c1cc2c(s1)CCC(CC)C2 (stereo unspecified),9.2,12.6,0.6,-4.3,0.3,12.8,-1.2,2.5
CC(C)CC1NC(=O)c2cc(Cl)ccc2-n2c1nc1cc(F)ccc1c2=O (stereo unspecified),2.7,nt,nt,nt,5.1,6.8,24.2,nt
Cc1c(NC(=O)c2ccccc2)cccc1[N+](=O)[O-],1.1,0.6,-1.5,8.5,-2.2,4.9,-1.1,-3.7
Cc1ccc(C)c(S(=O)(=O)N2CCCC2CNC(=O)c2ccc([N+](=O)[O-])cc2)c1 (stereo unspecified),-23.9,0.3,2.1,4.3,2.8,-3.1,-1.4,10.6
O=C(CCC1CCN(C(=O)c2ccco2)CC1)NCc1ccc(F)cc1,20.9,-7.0,-18.8,2.8,-10.2,1.9,-6.4,-9.7
CCn1c(SCC(=O)Nc2ccccc2N2CCOCC2)nnc1-c1ccccc1,8.3,1.8,-11.0,9.5,-1.3,9.8,-26.7,4.7
Cc1ccc(C(C#N)c2ccc(C(=O)c3ccc(F)cc3)cc2)cc1 (stereo unspecified),0.9,0.4,28.0,0.5,36.3,1.6,26.2,-67.5
CCOC(=O)/C=C/C(=O)Nc1ccccc1C(=O)NC1CCCCC1,16.5,1.0,3.3,15.3,4.3,10.1,-3.2,-5.2
O=c1oc2ccc(C#CC3(O)CCCCC3)cc2cc1-n1cc(-c2ccsc2)nn1,14.5,-4.8,-7.0,11.2,-2.0,9.9,2.4,-0.4
O=C(CCn1nc(-c2ccccc2)ccc1=O)N1CCOCC1,9.3,0.0,-15.3,2.0,-2.2,-3.3,3.5,-2.6
Cc1ccc(C(=O)NCCNC(=O)c2ccco2)cc1C,25.0,-3.8,2.3,-0.5,10.2,2.6,14.0,-10.3
CCc1cc2cccc(C)c2nc1SCC(=O)c1ccc(NC(C)=O)cc1,0.5,1.9,-8.8,5.8,-3.4,3.6,9.2,-6.3
Cc1cc2ccccn2c1C(=O)c1cccc(S(=O)(=O)N2CCOCC2)c1,-4.8,-3.3,8.3,21.3,5.6,13.1,-11.6,0.2
COc1ccc2[nH]c(=O)c(CN(C(=O)c3cccnc3)c3ccccc3)cc2c1,5.1,-3.5,10.2,10.3,-5.0,-0.7,2.2,-5.1
O=C(c1cncc(Br)c1)N1CCN(S(=O)(=O)c2ccccc2)CC1,20.2,-6.1,-5.4,5.5,4.5,4.9,-3.2,21.3
CCCCCCOc1ccc(C(CC(=O)O)C(N)=O)cc1 (stereo unspecified),-0.3,-1.7,-15.1,-16.7,-6.1,6.6,-1.4,4.7
CCOC(=O)C1C(C)=C(Nc2ccc(OC)cc2)C(=O)N1c1ccc(OC)cc1 (stereo unspecified),16.6,0.4,-3.6,-0.1,-0.2,10.4,-6.1,-11.8
C=CCn1c(N)cc(=O)nc1SCC(=O)Nc1ccc(C(=O)OCC)cc1,8.7,3.4,-1.8,9.5,-0.4,7.7,5.1,-25.9
O=C(CCC1CCCN(C(=O)CCCc2ccccc2)C1)N1CCN(c2ccccn2)CC1 (stereo unspecified),-33.2,4.8,9.5,6.0,-17.3,0.0,12.8,4.2
O=C(CNC(=O)C1COc2ccccc2O1)N/N=C/c1ccc([N+](=O)[O-])cc1 (stereo unspecified),-15.0,-9.8,5.1,-12.9,2.6,10.1,-10.9,4.3
CCCc1nnc(NC(=O)CCC(=O)O)s1,1.8,6.9,-4.5,-4.8,2.5,-1.7,-51.2,6.5

Further compounds
mol,697 NFkB inh,CXCR6 inh,EBI2 block,CCR6 antag,Jurkat NFkB inh,UBC13 inh,APJ antagonist,Gli-Sufu antag
O=C(O)C1C2C=CC(C2)C1C(=O)N1CCc2ccccc21 (stereo unspecified),13.6,-1.2,2.9,-9.3,0.0,0.2,-17.5,1.3
Cc1nc(-c2ccc(F)cc2)c(CC(=O)N(C)CC(=O)Nc2c(C)cccc2C)s1,-8.6,10.1,-18.1,0.6,3.5,-5.7,-75.0,-2.1
O=C(c1cccc2c1-c1ccccc1C2)N1CCCCC1,-1.3,7.5,6.7,-4.2,12.2,2.8,12.6,-3.6
O=C(NCc1ccccc1)C1CCN(S(=O)(=O)c2cccc3cccnc23)CC1,4.5,-5.6,0.8,-6.1,1.2,6.6,14.1,-4.4
CN(N=Nc1cccc([N+](=O)[O-])c1)c1cccc([N+](=O)[O-])c1,-16.2,7.5,5.3,5.8,-12.4,2.6,-3.9,-9.0
O=C1OCCC1Sc1ncnc2sccc12 (stereo unspecified),6.4,-6.6,-2.4,21.1,-3.7,1.0,-6.5,-1.9

Quoted at random: 3 entries already listed, in no set order.
mol,697 NFkB inh,CXCR6 inh,EBI2 block,CCR6 antag,Jurkat NFkB inh,UBC13 inh,APJ antagonist,Gli-Sufu antag
Cc1nc(-c2ccc(F)cc2)c(CC(=O)N(C)CC(=O)Nc2c(C)cccc2C)s1,-8.6,10.1,-18.1,0.6,3.5,-5.7,-75.0,-2.1
O=C(O)C1C2C=CC(C2)C1C(=O)N1CCc2ccccc21 (stereo unspecified),13.6,-1.2,2.9,-9.3,0.0,0.2,-17.5,1.3
O=C1OCCC1Sc1ncnc2sccc12 (stereo unspecified),6.4,-6.6,-2.4,21.1,-3.7,1.0,-6.5,-1.9

Compounds were not picked by outcome. Share with any hit: about 3%.
